# Screening data as filed in PubChem.
# KAT2A inh – inhibitors of human GCN5L2 histone acetyltransferase | Q92830 | GCN5L2 HAT assay, ThioGlo1 CoA-SH fluorescence | Potency, µM (titrated, usually from 58.9 µM), without a hit: at the highest dose activity change, negative = inhibition, hits mostly inhibitors | 390,000 tested, 0.21% active | AID 504327
# Target sequence (Q92830 whole entry, looked up): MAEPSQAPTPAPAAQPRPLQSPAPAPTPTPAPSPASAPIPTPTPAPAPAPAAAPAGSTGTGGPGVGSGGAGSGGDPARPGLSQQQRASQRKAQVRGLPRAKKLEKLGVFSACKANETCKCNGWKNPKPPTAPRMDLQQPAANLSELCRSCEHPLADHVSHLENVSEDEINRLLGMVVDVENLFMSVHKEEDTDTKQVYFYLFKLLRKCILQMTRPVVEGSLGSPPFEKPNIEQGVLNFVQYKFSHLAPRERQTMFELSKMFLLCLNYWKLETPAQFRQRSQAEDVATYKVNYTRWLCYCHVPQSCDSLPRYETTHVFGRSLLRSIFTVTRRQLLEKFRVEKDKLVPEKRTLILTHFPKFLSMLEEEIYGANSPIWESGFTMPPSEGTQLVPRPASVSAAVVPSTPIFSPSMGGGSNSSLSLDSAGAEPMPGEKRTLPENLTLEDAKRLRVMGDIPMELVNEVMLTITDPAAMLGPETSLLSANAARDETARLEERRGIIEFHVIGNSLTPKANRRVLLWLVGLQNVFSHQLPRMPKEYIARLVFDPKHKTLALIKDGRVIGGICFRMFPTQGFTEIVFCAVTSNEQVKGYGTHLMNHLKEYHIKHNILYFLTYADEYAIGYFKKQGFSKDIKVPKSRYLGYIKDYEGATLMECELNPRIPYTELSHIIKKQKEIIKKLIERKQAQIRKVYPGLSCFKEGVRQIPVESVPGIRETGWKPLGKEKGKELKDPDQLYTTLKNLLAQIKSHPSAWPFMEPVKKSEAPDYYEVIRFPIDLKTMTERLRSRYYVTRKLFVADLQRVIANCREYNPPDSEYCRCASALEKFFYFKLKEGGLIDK
#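 Fluorescence readout, Ex340nm/Em540nm: ThioGlo1 (50uM final) reacts with free CoA thiol released as 20nM GCN5L2 acetylates H3(1-25) peptide (75uM) using acetyl-CoA (70uM). Compound and enzyme sat 15 min beforehand; 20 min room-temperature reaction.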
# TDP1 cell noCPT – qHTS for Inhibitors of human tyrosyl-DNA phosphodiesterase 1 (TDP1): qHTS in cells in absence of CPT. 420,000 tested, 15% active. AID 686978, 2013. Potency, µM (top dose mostly 46.2 µM), inactives show at the highest dose activity change, negative = growth inhibition, actives largely listed as inhibitors. DT40 Tdp1-/- hTDP1 cells, no CPT, ATP luminescence, 48 h; also: nearly all actives have a fitted effect of over 55% in size
#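 Camptothecin absent (DMSO only). Human TDP1-complemented DT40 knockout cells, 400 cells/well, 37 °C for minimum 48 hr; ATP measured via CellTiter-Glo, 30 min dark incubation, luminescence.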
# DT40 TDP1 CPT – growth inhibition of DT40 Tdp1-/-;hTDP1 cells with camptothecin (screen for TDP1 inhibitors). chicken DT40 Tdp1-/-;hTDP1 cells + 20 nM CPT, ATP luminescence, 48 h. Potency, µM (top dose mostly 46.2 µM), for the others: top-dose activity change, negative = growth inhibition, most hits filed as inhibitors. 420,000 tested, 12% active; also: nearly all actives have a fitted effect of over 55% in size
#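 Chicken DT40 Tdp1-/- cells complemented with human TDP1, 400 cells/well, exposed to compounds plus 20 nM camptothecin for at least 48 h at 37 C; viability read as ATP content by CellTiter-Glo luminescence.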
# * hit, by the source's call; ? = inconclusive; . = no result given; & = joins results of further samples; [ ] = dose if it differs, or a comment. Calls follow the shape of the dose curve; as a rule, active = well fitted curve in the direction sought with a large enough effect; inconclusive = small, poorly fitted or top-dose-only effect, or another doubt; inactive = no such curve, though single readings can be large; an effect the other way counts as inactive or inconclusive. % is scaled to controls: 0 for no effect and ±100 for the full control effect; potency is read from the fitted curve at half-maximal effect. A portion of the library; count on the stated rates, not on these rows.
SMILES,KAT2A inh,TDP1 cell noCPT,DT40 TDP1 CPT
O=C(NC(=S)Nn1cnnc1)c1ccc(F)cc1Cl,-3%,1%,11%
Cc1ccccc1Nc1c([N+](=O)[O-])cncc1[N+](=O)[O-],-1%,15µM*,?
CCOc1cc2ccccc2cc1C(=O)OCC(=O)Nc1ccc(Br)cc1,.,-5%,-29%
Cc1ccc(S(=O)(=O)NC(=O)C2(C)CCN2C(=O)C2CCCCC2)nc1 (centres undefined),.,-19%,?
CC(O)CC(C)O (centres undefined),-2%,0%,1%
Cc1ccn2cc(CNC(=O)c3cccc(C(F)(F)F)c3)nc2c1,-7%,0%,0%
O=C(CN1C(=O)NC2(CCCC2)C1=O)NCCC1=CCCCC1,-4%,-6%,10%
Cc1cc(C)nc(NC(=O)C(C)N2C(=O)c3ccccc3C2=O)n1 (centres undefined),-5%,-11%,4%
O=C(O)c1ccccc1NCc1cccnc1,.,-24%,-5%
O=C(C1CCN(CC2CCCCC2)CC1)N1CCCC1,-1%,-19%,-2%

# 6 records drawn at random from the list so far, as already listed:
SMILES,KAT2A inh,TDP1 cell noCPT,DT40 TDP1 CPT
Cc1ccn2cc(CNC(=O)c3cccc(C(F)(F)F)c3)nc2c1,-7%,0%,0%
Cc1cc(C)nc(NC(=O)C(C)N2C(=O)c3ccccc3C2=O)n1 (centres undefined),-5%,-11%,4%
CC(O)CC(C)O (centres undefined),-2%,0%,1%
Cc1ccc(S(=O)(=O)NC(=O)C2(C)CCN2C(=O)C2CCCCC2)nc1 (centres undefined),.,-19%,?
CCOc1cc2ccccc2cc1C(=O)OCC(=O)Nc1ccc(Br)cc1,.,-5%,-29%
O=C(O)c1ccccc1NCc1cccnc1,.,-24%,-5%

# The listing continues.
SMILES,KAT2A inh,TDP1 cell noCPT,DT40 TDP1 CPT
O=C(CCC(=O)c1ccc(F)cc1)Nc1cccc(C(F)(F)F)c1,-3%,-2%,4%
COC(=O)C(CCCN1C(=O)c2ccccc2C1=O)(NC(C)=O)c1nnn(C)n1 (centres undefined),-25%,7%,15%
O=C(Cn1cnc(S(=O)(=O)N2CCCC2)c1)Nc1cccc(F)c1,-1%&3%,20%&17%,0%&1%
NS(=O)(=O)c1ccc(CCNC(=S)NC(=O)c2ccccc2Br)cc1,1%,-30%,-4%
Cc1nn(C(C)C(=O)NC2CCC(C)CC2)c(=O)c2c1sc1ccccc12 (centres undefined),-13%,?,?
CC1(c2nnc(Cc3ccccc3)o2)CC(c2ccccc2)=NO1 (centres undefined),.,-12%,-2%
Cc1onc(-c2ccccc2)c1C(=O)c1c[nH]c(C(=O)NCc2ccncc2)c1,-2%,-17%,0%
Cc1ccc(-n2nc3c(c2NC(=O)c2c(-c4ccccc4Cl)noc2C)CSC3)cc1,?,?,26µM*
Cc1noc(C)c1C(=O)N1CCC2(CCN(Cc3ccc(C#N)cc3)CC2)CC1,-4%,?,-6%
O=C(CSc1nnnn1C1CCCC1)N1CCCCC1,-6%,-5%,-13%

# Three of these compounds, reformatted:
> O=C(Cn1cnc(S(=O)(=O)N2CCCC2)c1)Nc1cccc(F)c1
  KAT2A inh = -1%&3%	TDP1 cell noCPT = 20%&17%	DT40 TDP1 CPT = 0%&1%
> NS(=O)(=O)c1ccc(CCNC(=S)NC(=O)c2ccccc2Br)cc1
  KAT2A inh = 1%	TDP1 cell noCPT = -30%	DT40 TDP1 CPT = -4%
> Cc1nn(C(C)C(=O)NC2CCC(C)CC2)c(=O)c2c1sc1ccccc12 (centres undefined)
  KAT2A inh = -13%	TDP1 cell noCPT = ?	DT40 TDP1 CPT = ?

# (list continues)
SMILES,KAT2A inh,TDP1 cell noCPT,DT40 TDP1 CPT
CC1CCCC(NC(=O)COC(=O)[C@@H](NC(=O)c2ccco2)C(C)C)C1C (some centres undefined),0%,-12%,-1%
CC1(C(=O)NCc2cccc3ccccc23)CCN1Cc1cccc2c1OCO2 (centres undefined),.,15µM*,23µM*
FC(F)(F)c1nnc2sc(-c3ccncc3)nn12,-1%,0%,17%
O=C(c1ccc(F)cc1)C1CCN(C(=S)NCC2CCCO2)CC1 (centres undefined),3%,-14%,-30%
CCN(CC)S(=O)(=O)c1ccc(N2CCN(C)CC2)c(NC(=O)COc2ccc(F)cc2Cl)c1,2%,16µM*,?
CC1(C)S[C@@H]2[C@H](N=CN3CCCCCC3)C(=O)N2[C@H]1C(=O)O,.,-23%,-16%
CC(=O)Nc1ccc(S(=O)(=O)Nc2cccc(C(=O)NC(C)(C)C)c2)cc1,-3%,?,?
COc1ccc(N(C(C)C(=O)Nc2ccc(S(=O)(=O)N3CCOCC3)cc2)S(C)(=O)=O)cc1 (centres undefined),12%,?,9%
CC(C)(CO)[C@@H](O)C(=O)NCCC(=O)NCCSSCCNC(=O)CCNC(=O)[C@H](O)C(C)(C)CO,4%,13%,14%
O=C(NCc1ccccc1)c1cc2ccccc2oc1=O,-6%,12%,13%
CC1(c2nnnn2-c2ccc3c(c2)OCCO3)CCC(=O)N1Cc1cccc(C(F)(F)F)c1 (centres undefined),.,?,?
CC1=C(C(=O)NC2CCCc3c2cnn3-c2cccc(C)c2C)OCCO1 (centres undefined),-14%,8.2µM*,21µM*
COc1ccccc1N1CCN(C(=O)c2ccccc2NC(=O)C2CCCCC2C(=O)O)CC1 (centres undefined),1%,-15%,-27%
CCOc1ncccc1C(=O)OCC(=O)c1cccc(Br)c1,-2%,-12%,-6%
CN(C)CCN1CCN(C2CN(Cc3cn(Cc4ccc(Cl)cc4)nn3)S(=O)(=O)C2)CC1 (centres undefined),.,-2%,-5%
CC(C)N(C(=O)c1cc2c(Cl)nc3ccccc3c2s1)C1CCCCC1,2%,-17%,11%
CCN(CC)S(=O)(=O)c1ccc(OC)c(NC(=O)C2CC(=O)N(c3ccc(C)cc3)C2)c1 (centres undefined),-2%,-14%,-2%
COc1ccc(S(=O)(=O)Nc2ccccc2Cl)cc1NC(C)=O,-5%,-27%,-4%
Cc1ccc(S(=O)(=O)N2CCC(C)CC2)cc1,-12%,11%,1%
CCCCOP(=O)(OCCCC)C(Nc1ccccc1)c1ccc2c(c1)OCO2 (centres undefined),-7%,13µM*,?
Cc1cccc(OCC(=O)NCc2nnc3ccc(C(F)(F)F)cn23)c1C,-6%,-7%,-5%
CCOC(=O)C1CCC(CN(Cc2cccc(Br)c2)S(=O)(=O)c2ccc(Cl)cc2)CC1 (centres undefined),-4%,21µM*,29µM*
CC1CCCCN1CCNC(=O)c1cnn2ccccc12 (centres undefined),-9%,-4%,7%
COc1ccccc1-c1n[nH]nc1C1=CC(=O)C[C@H](c2ccc(F)cc2)C1,.,?,?
CN(NC1OC(=O)c2ccccc21)c1ccccc1[N+](=O)[O-] (centres undefined),-5%,-5%,9%
O=C(NC(=S)Nc1ccccc1Cl)c1cnn2c(C(F)(F)F)cc(C(F)(F)F)nc12,-1%,?,?
O=C(COC(=O)c1ccc(F)cc1Cl)NC(=O)NC1CCCC1,-2%,-29%,-24%
O=C(CSc1ncccn1)NCC1CCCO1 (centres undefined),.,1%,-2%
COC(=O)CC1C(=O)NCCN1C(=O)Nc1ccc(Cl)c(Cl)c1 (centres undefined),-12%,1%,6%
O=[N+]([O-])c1ccccc1NCCOc1ccccc1,-7%,-2%,-7%
Cc1ccc(-n2nc3c(c2NC(=O)/C=C\c2ccc4c(c2)OCO4)CSC3)c(C)c1,-7%,-15%,-20%
Cc1cccc(CSc2nc3c(c(=O)[nH]2)CCCC3)c1,1%,-17%,3%
COc1ccc(CNc2ncnc3ccc(-c4ccccc4C#N)cc23)c(OC)c1,-6%,-9%,?
CCOc1ccc(CNCCN2CCCC2)cc1,-2%,21µM*,?
CC1CCC(NC(=O)CC(C)(C)Cc2nc3ccccc3c(=O)[nH]2)CC1 (centres undefined),24%,23µM*,16µM*
CC1=C(C(=O)Nc2ccc(Cl)cc2)C(c2cccs2)n2nnnc2N1 (centres undefined),-12%,-20%,-19%
O=C(CSc1nnc(-c2cccs2)o1)N1CCc2ccccc21,-1%,-4%,2%
COc1ccc(Br)cc1/C(C)=N/NC1=NCCN1,0%,15µM*,8.2µM*
COc1ccc(Cc2c(-c3cccc(Cl)c3)nc3c(C)cc(Br)cn23)c(C)c1,.,2.6µM*,2.6µM*
CCN(CC)CCNC(=O)c1ccc2c(c1)N(Cc1ccccc1)C(=O)c1ccccc1S2=O (centres undefined),0%,?,?
CN(C(=O)CN1CCN(c2cc(-c3cccc4oc5ccccc5c34)ncn2)CC1)c1ccccc1,.,?,?
O=C1CSC(c2cccnc2)N1c1cccc(Cl)c1 (centres undefined),-3%,-13%,1%
Cc1noc(C)c1S(=O)(=O)N1Cc2ccccc2CC1C(=O)N(C)C (centres undefined),0%,-11%,-1%
Cc1[nH]c2ccccc2c1NC(=O)CN1CCN(c2cccc(C(F)(F)F)c2)CC1,.,?,?
Cc1ccc(-n2nnnc2SCC(=O)N2CCN(C(=O)c3ccco3)CC2)c(C)c1,1%,-14%,-26%
S=C(NC1CC1)N1CCN(c2ccc(Cl)cc2)CC1,-3%,?,15µM*
OCc1ccc(-c2cncc3nccn23)cc1,.,-19%,1%
Cc1ccc(NC(=O)[C@H](Cc2ccccc2)N2Cc3ccccc3C2=O)cc1,-5%,-23%,6%
NS(=O)(=O)c1cccc(NC(=O)c2cc(-c3cccs3)nc3ccccc23)c1,-9%,15µM*,21µM*
Cc1ccc(C(=O)NC(=S)N2CCCCCC2)cc1,1%,-2%,-18%

# The list continues.
SMILES,KAT2A inh,TDP1 cell noCPT,DT40 TDP1 CPT
COc1ccc(-c2cn3nc(N4CCCC(C(=O)Nc5ccc(Cl)cc5C)C4)sc3n2)cc1 (centres undefined),-8%,-17%,?
NC1=C([N+](=O)[O-])C(c2ccc3c(c2)OCO3)C2=C(CCCC2=O)O1 (centres undefined),-5%,6%,?
O=C(Nc1ccccc1)N1CCN(c2ccc(C(F)(F)F)cn2)CC1,-7%,23µM*,7.3µM*
O=C(COC(=O)CC1c2ccccc2CCN1S(=O)(=O)c1ccccc1)Nc1ccccc1 (centres undefined),-10%,21µM*,?
Cn1cc(Br)c(C(=O)NNC(=O)c2cccc(Br)c2)n1,-3%,-4%,4%
COc1ccccc1/C=C/C(=O)OCC(=O)Nc1ccc(Cl)cn1,-4%,7%,6%
COc1ccccc1C(=O)NCC(=O)OC(C)C(=O)N(C)C1CCCCC1 (centres undefined),-5%,3%,1%
CSc1ccccc1NC(=O)CN(c1ccccc1)S(=O)(=O)N(C)C,-27%,-5%,-15%
Cc1cc(NCc2cccnc2)nc(N)n1,-6%,21%,-2%
O=C(COc1ccccc1Cl)Nc1cccnc1,-7%,5%,0%

# At a glance, some entries already given:
SMILES,KAT2A inh,TDP1 cell noCPT,DT40 TDP1 CPT
COc1ccc(-c2cn3nc(N4CCCC(C(=O)Nc5ccc(Cl)cc5C)C4)sc3n2)cc1 (centres undefined),-8%,-17%,?
NC1=C([N+](=O)[O-])C(c2ccc3c(c2)OCO3)C2=C(CCCC2=O)O1 (centres undefined),-5%,6%,?

# Continuation.
SMILES,KAT2A inh,TDP1 cell noCPT,DT40 TDP1 CPT
O=C(OCC(=O)N(C1CCCCC1)C1CCCCC1)c1ccc(Cl)nc1,-9%,5%,-5%
COCCn1c(C)cc(C(=O)COC(=O)/C=C/c2c(C)nn(C3CCS(=O)(=O)C3)c2Cl)c1C (centres undefined),-1%,?,?
COc1ccc(NC(=O)/C(=C\c2cc(OC)c(OC)cc2[N+](=O)[O-])NC(=O)c2ccccc2)cc1,-10%,-11%,-107%
Cc1cccc(Cl)c1NC(=S)NN,22%,13µM*,?
C[C@H](O)C(=O)C1=Nc2c(nc(N)[nH]c2=O)NC1,-24%&-2%,36%[activator],24%
CC12CCC(=O)N1C(C(=O)N1CCN(c3cccc(Cl)c3)CC1)CS2 (centres undefined),1%,-17%,-24%
Cc1ccc(NC(=O)CCSc2nc(-c3ccco3)cc(C(F)(F)F)n2)cc1F,-6%,?,?
CC(C)(CNC(=O)c1cccc(S(=O)(=O)NCc2ccccc2)c1)N1CCOCC1,3%,2%,4%
